Avidin bead fluor = compound fluoresces at 488/530 nm on avidin beads; compound fluorescence 488/530 nm, flow cytometry; hits give high values; fluorescence (KMESF) at 10 µM; 220,000 compounds, 0.38% hits; in the data active = fluorescence above about 47; also: inactives centre near 10
RGS7-Gao reg = human RGS7-Galphao interaction regulation; P09471; Multiplexed bead flow cytometry, RGS7-Galphao binding; actives lie on both sides; binding response (% of control), % at 10 µM; 220,000 compounds, 0.35% hits; in the data active = binding response below about 49% or above about 150%; inconclusive = no clear call, values can overlap the other calls; inactive = in between;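 also: fluorescent Galphao held in activated GDP-AlF4 state binding bead-coupled RGS7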
ABCG2 block = inhibitors of human ABCG2 transporter, ABCB1 counter-screen; Q9UNQ0; IgMXP3 cells, JC-1 efflux, flow cytometry; inhibition, % at 6.6 µM; 190,000 compounds, 0.1% hits; AID 1325;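 active = inhibition above 80%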;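 also: 0% = DMSO and 100% = nicardipine control wells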
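Assay system – ABCG2 IgMXP3 and barcoded ABCB1 CCRF-Adr cell mix · Input – 3 million cells/mL in well · Reagent – JC-1 fluorescent substrate · Compound – single test compound dose, 6.6 µM final · Timing – 10 min exposure at 25 °C with rotation, no wash · Detection – flow cytometry of retained JC-1 fluorescence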
Mcl1 Noxa PPI = disrupts binding of human Mcl-1 to Noxa peptide. TR-FRET Mcl-1/Noxa peptide binding, 2 h. inhibition, % at 21.7 µM. Q07820. 220,000 compounds, 1.5% hits;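 active = compounds that cut the protein-peptide binding signal by more than 50% relative to plate controls in a single-dose test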;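 also: His-tagged Mcl-1 with rhodamine Noxa BH3 peptide and terbium anti-His antibody; 0% = Mcl-1 plus Noxa peptide wells and 100% = peptide-only wells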
GSH bead fluor = compound fluoresces at 488/530 nm on GSH beads | GSH beads flow cytometry, compound fluorescence 488/530 nm; hits give high values | fluorescence (KMESF) at 10 µM | 190,000 compounds, 0.25% hits | AID 1776; in the data active = fluorescence above about 89;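 also: glutathione beads carrying GST-tagged Bcl family fusion proteins plus one bare bead set; values are compound well signal with DMSO vehicle wells as background; inactives centre near 16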
ABCB1 inh = blocks JC-1 efflux by human ABCB1 transporter; CCRF-Adr cells, flow cytometry; AID 1326; P08183; 190,000 compounds, 0.067% hits; inhibition, % at 6.6 µM; in the data active = inhibition above about 40%;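 also: 0% = vehicle and 100% = reference inhibitor; higher value means more JC-1 retained so stronger ABCB1 efflux block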
Target sequence (P08183 whole entry, looked up): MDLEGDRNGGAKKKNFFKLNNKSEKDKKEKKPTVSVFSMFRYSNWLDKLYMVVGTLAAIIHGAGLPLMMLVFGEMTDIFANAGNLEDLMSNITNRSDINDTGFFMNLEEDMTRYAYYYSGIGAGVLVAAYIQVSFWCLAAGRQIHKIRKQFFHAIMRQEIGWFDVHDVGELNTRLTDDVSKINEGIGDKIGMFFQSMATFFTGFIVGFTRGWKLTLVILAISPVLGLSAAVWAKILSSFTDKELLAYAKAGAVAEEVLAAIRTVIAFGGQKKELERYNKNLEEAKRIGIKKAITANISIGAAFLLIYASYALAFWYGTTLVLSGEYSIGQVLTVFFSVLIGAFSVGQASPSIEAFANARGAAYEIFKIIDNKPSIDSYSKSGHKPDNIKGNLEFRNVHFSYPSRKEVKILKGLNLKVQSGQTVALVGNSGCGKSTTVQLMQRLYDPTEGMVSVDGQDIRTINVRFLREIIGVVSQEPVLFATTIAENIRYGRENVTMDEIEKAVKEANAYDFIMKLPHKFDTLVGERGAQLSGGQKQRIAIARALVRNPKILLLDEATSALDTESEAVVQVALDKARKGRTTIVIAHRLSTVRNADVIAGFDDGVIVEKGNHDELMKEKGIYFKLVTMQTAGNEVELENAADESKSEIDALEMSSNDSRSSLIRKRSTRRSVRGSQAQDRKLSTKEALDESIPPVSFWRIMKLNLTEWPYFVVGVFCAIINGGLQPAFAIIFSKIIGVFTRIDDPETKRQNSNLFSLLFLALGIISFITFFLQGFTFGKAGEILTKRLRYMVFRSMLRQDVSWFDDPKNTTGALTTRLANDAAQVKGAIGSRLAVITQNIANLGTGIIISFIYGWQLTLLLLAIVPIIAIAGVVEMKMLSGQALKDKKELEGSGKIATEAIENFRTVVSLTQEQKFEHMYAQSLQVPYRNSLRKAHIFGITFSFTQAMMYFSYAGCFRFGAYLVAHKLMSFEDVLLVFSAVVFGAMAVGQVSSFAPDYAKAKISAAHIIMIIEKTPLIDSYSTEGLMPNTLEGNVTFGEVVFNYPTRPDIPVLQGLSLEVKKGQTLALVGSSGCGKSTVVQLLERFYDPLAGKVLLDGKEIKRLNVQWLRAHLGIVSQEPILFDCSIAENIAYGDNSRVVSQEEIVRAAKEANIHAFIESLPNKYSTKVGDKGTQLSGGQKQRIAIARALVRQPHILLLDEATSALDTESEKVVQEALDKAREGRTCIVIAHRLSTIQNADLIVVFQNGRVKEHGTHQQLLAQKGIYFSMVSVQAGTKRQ
Mcl1-Bid inh = disrupts binding of human Mcl-1 to Bid peptide | Q07820 | AID 1021 | 220,000 compounds, 0.97% hits | TR-FRET Mcl-1/Bid-Dy647 peptide binding, 1536-well | inhibition, % at 21.7 µM;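 active = compounds that cut the binding signal by more than half at the single screening dose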;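 also: His-tagged Mcl-1 with europium anti-His antibody binding Bid BH3 peptide; 0% = Mcl-1 plus peptide wells and 100% = peptide-only wells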
Pf gametocyte = P. falciparum stage V gametocyte viability inhibition; P. falciparum stage V gametocytes, ATP luminescence, 24 h; inhibition, % at 10.9 µM; 150,000 compounds, 0.065% hits;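 active = inhibition above the mean plus 3 SD of compounds within the control limits, set per campaign, cut at about 38% in these data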;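 also: 0% = DMSO wells and 100% = medium only without gametocytes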
RGS8-Gao reg = human RGS8-Galphao interaction regulation. multiplexed bead flow cytometry, RGS8-Galphao binding; actives lie on both sides. P09471. 220,000 compounds, 0.34% hits. response (percent of control binding), % at 10 µM; in the data active = response below about 60% or above about 140%; inactive = in between;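 also: Galphao activated as the GDP aluminium fluoride complex binding bead-coupled RGS8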
RGS4-Gao reg = modulates binding of RGS4 to human Galphao; 220,000 compounds, 0.33% hits; binding response (% of control), % at 10 µM; AID 1415; Multiplexed bead flow cytometry; actives lie on both sides; in the data active = binding response below about 49% or above about 150%; inactive = in between;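 also: fluorescent Galphao activated with aluminum fluoride binding bead-coupled RGS4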
Bim-Mcl-1 = human Bim-Mcl-1 interaction inhibition | AID 1009 | inhibition, % at 10 µM | Bead-based flow cytometry, Bim peptide-Mcl-1 binding | 190,000 compounds, 0.1% hits | Q07820; in the data active = inhibition above about 40%;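 also: 0% = no compound tracer wells and 100% = peptide blocker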
Active calls of the source: *; ? = inconclusive; · = no result given.

mol,Mcl1 Noxa PPI,GSH bead fluor,Avidin bead fluor,RGS7-Gao reg,ABCB1 inh,Bim-Mcl-1,RGS4-Gao reg,Pf gametocyte,RGS8-Gao reg,Mcl1-Bid inh,ABCG2 block
CC1(C)CC(=O)C2=C(C1)N(CC1CCCO1)C(=O)C2(NC(=O)c1cccnc1)C(F)(F)F (stereo unspecified),0.5,6,15,101.1,0.2,-5.0,107.2,·,100.6,-14.5,0.4
C/C(=N\Nc1nc(N2CCOCC2)nc(N2CCOCC2)n1)c1cccc([N+](=O)[O-])c1,26.0,12,10,110.1,1.3,-2.0,103.4,0.8,100.7,-15.6,7.1
O=C(c1cccnc1)N1CCN(c2ccc(Cl)cc2)CC1,-8.5,20,4,102.0,-0.3,-2.0,102.7,2.8,100.5,-15.4,1.5
CC(=O)Nc1ccc(NC(=O)c2c(C)nc3ccccn23)cc1,-3.5,46,6,99.9,0.2,0.0,100.2,·,102.5,-11.7,0.8
COc1ccnc(N=CNOCc2ccc(F)cc2Cl)c1C#N,0.7,4,8,97.9,0.2,3.0,99.7,-30.8,99.1,-10.4,3.2
O=C(NC(Cc1c[nH]c2ccccc12)C(=O)N/N=C/c1ccc(Cl)cc1)c1cccs1 (stereo unspecified),3.5,14,14,103.4,-0.6,0.0,98.1,3.7,99.8,-16.8,-0.2
CCCCc1n[nH]c(=S)n1Cc1ccc(Cl)cc1,10.0,10,26,102.3,-0.3,0.0,103.5,27.1,105.2,-30.8,-1.0
C=CCn1c(N)c(C(=O)N2CCN(C)CC2)sc1=S,8.9,33,15,99.7,0.3,-4.0,99.4,·,102.0,0.1,3.9
CCc1c(C)nc2ncnn2c1N1CCC(C(=O)NCc2cccc(OC)c2)CC1,8.7,28,11,93.6,1.2,6.0,94.5,16.5,85.1,-16.3,8.6
CCc1nc2oc3cc(OC)ccc3c(=O)c2c(=O)n1Cc1ccccc1,9.2,33,7,97.3,2.3,-7.0,98.7,·,96.4,28.2,43.9
CC1=CC(=O)c2ccccc2C1=O,11.8,21,10,93.4,0.4,0.0,91.8,·,103.2,12.0,2.5
O=C(c1ccc(S(=O)(=O)N2CCOCC2)cc1)N1CCN=C1SCc1cccnc1,35.4,11,10,99.6,-7.5,1.0,102.7,·,105.9,-2.8,-2.1
O=C(COC(=O)CCc1c[nH]c2ccccc12)NCc1ccc(Cl)cc1,10.7,18,16,101.5,0.6,-8.0,100.9,-13.2,103.7,-54.8,16.9
COc1ccc(C(=O)Nc2ccc(N3CCCC3)cc2)cc1,86.3*,10,20,95.0,0.3,-2.0,90.0,-1.3,99.9,-46.6,1.8
O=C(CN1C2CCC1CC(NC(=O)C1CC1)C2)NCc1ccccc1 (stereo unspecified),-8.0,36,5,112.6,0.1,-3.0,113.9,·,111.2,-9.2,0.2
NC(=O)CCC(NS(=O)(=O)c1ccc(Cl)cc1)C(=O)NCc1ccccc1 (stereo unspecified),2.4,12,21,96.9,-0.2,-3.0,99.3,-9.4,97.1,-1.1,1.6
CCOc1ccc(N2C(=O)C(CC(=O)Nc3ccc(F)cc3)N(Cc3ccccn3)C2=S)cc1 (stereo unspecified),18.3,13,7,97.4,0.3,0.0,99.1,18.1,99.5,18.8,1.7
Cc1ccc(NC(=O)Cn2ccsc2=N)cc1S(=O)(=O)N(C)C,19.9,12,11,?,0.5,0.0,102.8,13.6,101.2,3.3,2.7
CCn1cc(C(=O)NCc2ccco2)c(=O)c2cc(S(=O)(=O)N3CCC(C)CC3)ccc21,10.2,50,19,99.4,0.2,1.0,90.1,-39.4,91.7,-19.6,1.3
CC(=O)OC(C(=O)NC1CCCCC1)c1ccccc1Cl (stereo unspecified),-1.9,24,8,104.0,0.8,0.0,100.8,·,103.0,-16.3,4.4
CCN(CC)C(=O)Oc1nnc(SC(C)C)n1-c1ccc(Cl)c(Cl)c1,8.2,·,10,?,·,·,103.9,10.8,100.8,1.0,·
COc1cc(C(=O)O)cc(Br)c1OC1CCCC1,-16.8,15,15,101.5,0.1,-2.0,102.8,·,101.7,-5.2,0.6
CCOC(=O)C1[C@H]2C(=O)N(CCCOC)C[C@]23C=C[C@H]1O3 (stereo partly specified),2.2,29,13,92.1,0.3,-1.0,91.6,9.6,95.2,-14.1,4.5
Cc1ccc(S(=O)(=O)CC(=O)c2ccc(C)c([N+](=O)[O-])c2)cc1,27.4,27,15,103.0,0.1,-2.0,103.3,·,102.7,1.0,0.9
COC(=O)c1c(CSc2ccc(C)c(C)c2)noc1C(=O)NCc1ccc(OC)cc1,-4.7,23,32,96.0,1.6,-1.0,100.5,·,100.2,-1.1,7.5
CC(C)OC(=O)c1cc2c(=O)[nH]c(C(Cl)(Cl)Cl)nc2o1,42.2,·,5,97.5,-1.0,-2.0,101.5,7.0,101.9,48.5,-2.4
Cc1cccc(NC(=O)c2cc(Cl)nc3ccccc23)n1,2.4,·,9,?,·,·,98.5,7.6,99.8,8.9,·
COc1ccc(/C=N/NC(=O)c2cccnc2)cc1CN1CCc2cc(OC)c(OC)cc2C1C (stereo unspecified),13.2,10,4,101.6,-0.4,0.0,99.6,16.6,101.1,-10.1,-1.7
CCOC(=O)C1CCN(C(=O)Cc2ccc(C)cc2)CC1,-8.3,54,5,93.8,0.6,-2.0,97.3,·,101.4,-4.7,2.0
COc1ccc(/C=N/NC(=O)c2ccc(Br)cc2)cc1Cn1cc(Cl)cn1,10.8,7,3,98.5,-0.5,0.0,99.9,10.1,99.3,1.4,-4.4
CCN(C(=O)CSc1nc2nc(C)cc(C)n2n1)C1CCS(=O)(=O)C1 (stereo unspecified),4.8,16,11,105.2,0.2,0.0,104.6,-7.7,109.1,1.6,0.6
CCCN(CCC)S(=O)(=O)c1cc(Br)cc2c1N(C(=O)CC)CC2,-1.9,24,20,104.2,0.2,-6.0,104.5,-38.0,100.5,-13.2,1.2
Cc1cc(C)c2nc(NC(=O)[C@@H](NC(=O)c3cccc(S(=O)(=O)N4CCOCC4)c3)C(C)C)sc2c1,4.8,6,13,98.6,3.6,-2.0,102.4,-13.4,105.0,-6.0,14.0
NC(=O)C1CCN(c2nnnn2-c2ccccc2)CC1,-21.5,25,13,100.1,-0.7,-5.0,98.9,8.7,98.9,-21.3,11.3
O=C(Nc1c2c(nn1-c1ccc(Cl)cc1)CS(=O)(=O)C2)c1ccc2c(c1)OCO2,16.1,25,15,101.5,0.3,-2.0,99.7,-10.2,100.7,-6.3,12.4
O=C1N=C(N2CCOCC2)S/C1=C\c1ccccc1OS(=O)(=O)c1ccccc1,-17.0,·,8,?,·,·,99.5,-16.7,101.0,-4.2,·
O=C(NCCCN1CCOCC1)c1ccccc1NS(=O)(=O)c1cc([N+](=O)[O-])ccc1Cl,-1.2,12,7,103.9,5.1,0.0,100.3,8.8,99.4,4.6,14.8
COc1ccccc1Nc1cc(C(=O)NCc2cccnc2)c2ccccc2n1,20.3,·,8,?,·,·,101.5,-26.6,101.3,-41.5,·
Cc1ccc2c(C)c(C(=O)NCc3ccc(S(N)(=O)=O)cc3)oc2c1C,14.9,26,11,93.7,0.6,2.0,93.2,10.2,97.9,-19.1,6.8
Cn1c(SCC(=O)NCCc2ccccc2)nc2c([nH]c3ccccc32)c1=O,13.6,9,9,105.2,0.2,0.0,96.1,-2.1,99.4,0.4,6.2
COCCn1c(NC(=S)NC(=O)C23CC4CC(CC(C4)C2)C3)cc(=O)[nH]c1=O,-33.1,·,·,?,·,·,96.8,-16.9,98.1,-157.9,·
CC(C)Cc1ccc(S(=O)(=O)N2CCN(C(=O)c3ccco3)CC2)cc1,1.7,12,9,98.6,0.7,-1.0,98.9,·,99.4,-15.7,3.4
COc1ccc(C2=NOC(C(=O)Nc3cc(Br)ccc3O)C2)cc1OC (stereo unspecified),-34.5,7,9,99.1,0.0,0.0,98.7,-15.1,99.6,-67.0,-0.1
Fc1ccc(-c2nc3c(-c4ccccc4)cnn3cc2CCN2CCOCC2)cc1,2.0,19,5,93.5,4.3,0.0,95.4,16.7,95.5,-56.2,5.0
C[n+]1ccc(/C=C/c2ccccc2O)c2ccccc21,45.0,7,9,101.7,-0.6,5.0,98.8,3.1,98.3,3.5,-0.9
COc1ccc(N2CCN(C(=O)CSc3nnc(NC(=O)C4CCC4)s3)CC2)cc1,13.0,10,9,102.9,0.3,1.0,101.9,-43.1,103.3,-23.2,3.8
CCCOC(=O)Nc1cc(OC)c(Cl)cc1OC,3.9,12,35,98.0,0.1,-1.0,100.8,·,100.9,0.3,1.6
CC(=O)Nc1ccc(S(=O)(=O)N2CCC(NC(C)=O)(c3cccc(F)c3)CC2)cc1,2.9,10,12,98.0,-1.5,-5.0,95.2,8.3,90.5,-8.2,-3.8
COC(=O)CC1C(=O)NCCN1C(=O)CSc1nnc(Nc2ccc(OC)cc2)s1 (stereo unspecified),-6.4,69,7,95.7,0.4,-1.0,95.0,·,97.5,-58.3,0.7
CC1CCN(C(=O)c2ccc3c(c2NCCO)C(=O)c2ccccc2C3=O)CC1,-3.3,27,6,100.0,1.5,0.0,97.0,7.3,97.6,23.1,2.3

Further entries:
mol,Mcl1 Noxa PPI,GSH bead fluor,Avidin bead fluor,RGS7-Gao reg,ABCB1 inh,Bim-Mcl-1,RGS4-Gao reg,Pf gametocyte,RGS8-Gao reg,Mcl1-Bid inh,ABCG2 block
O=C(NCc1ccccc1)c1nc2c(nnn2Cc2cccc(Cl)c2)c(=O)[nH]1,-32.5,16,23,99.9,0.5,-3.0,101.0,-2.7,98.7,-25.5,2.1
O=c1/c(=C\c2ccc(O)cc2)sc2n1C(c1ccccc1)C(c1ccccc1)=NN=2 (stereo unspecified),3.5,16,16,100.7,0.0,-3.0,100.8,·,98.8,-20.7,-0.5
O=C(Cn1c(=O)c(=O)n(Cc2ccccc2)c2ccc(Cl)cc21)NCC1CCCO1 (stereo unspecified),12.6,73,25,107.6,-0.4,0.0,107.2,33.3,104.1,-5.5,-1.0
Oc1ccc(C=NC2CCCCC2)c(O)c1,14.7,12,8,105.6,0.2,5.0,109.6,21.7,110.7,-40.2,-2.8
Cc1ccc(S(=O)(=O)Nn2c(C)nnc2-n2nc(C)cc2C)cc1,3.3,30,12,99.6,-0.2,0.0,100.7,-17.5,99.4,-5.2,-0.9
COc1ccc(N(CN2C(=O)C3C4C=CC(C4)C3C2=O)C(=O)c2ccco2)cc1 (stereo unspecified),-2.3,17,22,119.1,0.1,-1.0,115.7,·,112.1,-40.5,-0.5
CC(C)(C)C1CCC(=NNC(=O)CN(c2ccccc2)S(=O)(=O)c2ccccc2[N+](=O)[O-])CC1 (stereo unspecified),-6.0,20,53*,128.3,-0.4,-4.0,144.7,22.8,101.0,-2.1,-0.4

Source: PubChem (several laboratories)
